High-throughput results deposited in PubChem by National Center for Advancing Translational Sciences (NCATS).
ATXN2 expr inh: inhibitors of ATXN2 expression | HEK-293 ATXN2-luciferase reporter, luminescence, 24 h | Potency, µM (top dose mostly 57 µM), for the others: at the highest dose activity change, negative = inhibition, most hits filed as inhibitors | hit rate 0.72% among 360,000 | AID 1745845; further: potency means the concentration at half of the fitted maximal effect; on the % scale 0 is the no-effect control and ±100 the full control effect; nearly all actives have a fitted effect of over 55% in size
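ATXN2-luciferase reporter cells (luciferase flanked by upstream and downstream ATXN2 gene portions) were treated 24 h at 37 °C with compounds at up to 57 uM. SteadyGlo luminescence gave expression; GF-AFC fluorescence gave viability.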
HT1080-NT tox: kills 2HG-producing HT-1080-NT fibrosarcoma cells. HT-1080-NT fibrosarcoma viability, CellTiter-Glo ATP luminescence, 48 h. Potency, µM (doses to about 46.1 µM), for the others: at the highest dose activity, negative = less viability, hits mostly cytotoxic. hit rate 1.6% among 360,000. AID 686970;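 further: NT is the 2HG producing partner of a matched IDH1 knockdown line; potency means the concentration at half of the fitted maximal effect; 0% = DMSO-treated cells and -100% = media-only wells without cells; nearly all actives have a fitted effect of over 55% in size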
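Fibrosarcoma NT cells, 750 per well in 5% FBS RPMI, were exposed to compound for 48 hours. Viability: CellTiter-Glo luminescence.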
KB-V1 cytotox: KB-V1 MDR subline cytotoxicity | KB-V1 MDR cells viability, CellTiter-Glo, 72 h | Potency, µM (titrated, usually from 46.1 µM), for the others: top-dose activity change, negative = cytotoxicity, actives largely listed as cytotoxic | hit rate 3.4% among 400,000 | AID 1347076; further: potency means the concentration at half of the fitted maximal effect; on the % scale 0 is the no-effect control and ±100 the full control effect; nearly all actives have a fitted effect of over 60% in size
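Following 72 h at 37 degrees C with compound, KB-V1 cell viability was read by CellTiter-Glo luminescence, medium being phenol-red-free DMEM plus 10% FBS; concentration-response parameters came from normalized, curve-fitted qHTS data.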
IL1B secr inh: blocks inflammasome-driven IL-1 beta release; THP-1 LPS/ATP IL-1B secretion, AlphaLISA, 16 h; hits give low values; hit rate 4.7% among 360,000; AID 743279; activity change, % at 57.5 µM; in the data active means activity change below about -50%; inconclusive means mostly about -30% to -49%; further: on the % scale 0 is the no-effect control and ±100 the full control effect
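THP-1 cells pretreated 1 hr with compounds (up to 57.5 uM final), then stimulated with LPS (250 ng/mL final) plus ATP (1.25 mM final); secreted IL-1B measured by AlphaLISA after 16 hr, decreased signal indicating inhibition.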
HT1080 IDH1KD tx: toxicity to HT-1080 IDH1 knockdown cells (counter line) | HT-1080 IDH1 knockdown viability, ATP luminescence, 48 h | Potency, µM (doses to about 46.1 µM), inactives show at the highest dose activity, negative = toxicity, hits mostly cytotoxic | hit rate 2% among 360,000 | AID 686971;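 further: potency means the concentration at half of the fitted maximal effect; 0% = DMSO wells and -100% = cell-free medium wells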
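% activity derives from luminescence (CellTiter-Glo), normalised to DMSO and no-cell wells. HT-1080-IDH1KD cells, 750/well, had 48 h compound exposure at 37 °C.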
KB-3-1 cytotox: KB-3-1 parental cell cytotoxicity; KB-3-1 viability, CellTiter-Glo ATP luminescence, 72 h; Potency, µM (series often up to 46.1 µM), for the others: at the top dose activity change, negative = cytotoxic, usual class: cytotoxic; hit rate 1.4% among 400,000; AID 1347075; further: potency means the concentration at half of the fitted maximal effect; on the % scale 0 is the no-effect control and ±100 the full control effect; nearly all actives have a fitted effect of over 60% in size
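Using CellTiter-Glo luminescence, growth of non-resistant KB-3-1 adenocarcinoma cells is assessed 72 h after pin-tool compound addition at 37 °C. Normalized responses across the concentration series yield fitted curves.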
MCF10A rerep: inducers of DNA re-replication in MCF 10A breast cells; AID 624296; hit rate 2.9% among 350,000; MCF 10A DNA re-replication, Hoechst nuclear intensity, 48 h; Potency, µM (highest dose often 46.1 µM), without a hit: at the top dose activity, positive = re-replication, most hits filed as activators; further: potency means the concentration at half of the fitted maximal effect; % of control where 0% means no effect; nearly all actives have a fitted effect of over 50% in size
ATXN viability: cell viability loss in ATXN counter-screen; hit rate 0.49% among 400,000; Potency, µM (highest dose often 56.7 µM), most hits filed as cytotoxic; S2 cells (HEK-293 line with an ATXN2-luciferase reporter) viability, CellTiter-Fluor protease fluorescence, 24 h; further: potency means the concentration at half of the fitted maximal effect; nearly all actives have a fitted effect of over 40% in size
SW480 rereplic: inducers of DNA re-replication in SW480 colon cancer cells | SW480 DNA re-replication, Hoechst DNA content imaging, 48 h | Potency, µM (series often up to 46.1 µM), inactives show at the highest dose re-replication activation, hits mostly activators | hit rate 1.8% among 340,000 | AID 624297; further: potency means the concentration at half of the fitted maximal effect; % of control where 0% means no effect; nearly all actives have a fitted effect of over 55% in size
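Hoechst fluorescence of nuclei (405 nm excitation, 500-530 nm emission) measured by plate-scanning imager after 48 hr compound exposure at 37 C; re-replication scored as increased number of nuclei with elevated intensity.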
The depositor's hits bear a star; i = inactive; ? = inconclusive; . = no result given; & = joins results of further samples; ! = not confirmed by another sample; [ ] = another dose, or the depositor's remark. Unless noted, the call rests on the fitted dose curve; in most records, active means well fitted curve in the direction sought with a large enough effect; inconclusive means small, poorly fitted or top-dose-only effect, or another doubt; inactive means no such curve, though single readings can be large; an effect the other way counts as inactive or inconclusive. Compounds were not picked by outcome (roughly 11% active in at least one column).

SMILES	ATXN2 expr inh	HT1080-NT tox	KB-V1 cytotox	IL1B secr inh	HT1080 IDH1KD tx	KB-3-1 cytotox	MCF10A rerep	ATXN viability	SW480 rereplic
COc1cccc(N2C(=O)CN(Cc3ccc(OC)c(OC)c3)C2=S)c1	2%	5%	-6%	-11	-11%	-24%	2%	i	4%
CSc1nsc(SCC(=O)Nc2cccc(C(=O)O)c2)n1	9%	1%	0%	16	-10%	-8%	-39%[inhibitor]	i	-16%
O=[N+]([O-])c1ccc(-c2cnc[nH]2)cc1	-1%	0%	-20%	4	-4%	-1%	4%	i	4%
NC(=O)NC(=O)CSc1nnc(-c2ccco2)n1Cc1ccccc1	2%	6%	17%	-2	10%	-4%	0%	i	-9%
COc1ccccc1CNC(=O)CCCn1nc(C)n2ccnc2c1=O	8%	-3%	5%	-9	5%	7%	-3%	i	-3%
Cc1cc(C)nc(SCc2csc(-c3ccccc3)n2)n1	52%[activator]	16%	?	0	?	10%	?	i	-13%
Cc1cc(/C=C(\C#N)C(=O)N2CCOCC2)c(C)n1C1CCCC1	.	9%	?	0	-2%	2%	4%	i	-6%
CN(C)c1cccc2c(C=C(C#N)C#N)ccc(N(C)C)c12	-8%	11%	0%	-95*	2%	-3%	?	i	2%
COc1cc(NC(=O)c2cc(Cl)ccc2Cl)ccc1-c1cc2ccccc2oc1=O	-12%	6%	?	-15	-26%	3%	?	i	3%
O=C(O)c1ccccc1C(=O)Nc1ccccc1	3%	10%	-1%	-1	1%	-12%	1%	i	3%
O=C(NCc1cccnc1)c1c(O)c2cccc3c2n(c1=O)CCC3	-14%	-22%	?	4	?	-28%	?	i	-2%
Cc1ccnc(NC(=O)c2ccc(Cl)c([N+](=O)[O-])c2)c1	-10%	24%	6%	-78*	0%	0%	?	i	-2%

Arranged by SMILES length (high to low): some entries from above
SMILES	ATXN2 expr inh	HT1080-NT tox	KB-V1 cytotox	IL1B secr inh	HT1080 IDH1KD tx	KB-3-1 cytotox	MCF10A rerep	ATXN viability	SW480 rereplic
COc1cccc(N2C(=O)CN(Cc3ccc(OC)c(OC)c3)C2=S)c1	2%	5%	-6%	-11	-11%	-24%	2%	i	4%
NC(=O)NC(=O)CSc1nnc(-c2ccco2)n1Cc1ccccc1	2%	6%	17%	-2	10%	-4%	0%	i	-9%
COc1ccccc1CNC(=O)CCCn1nc(C)n2ccnc2c1=O	8%	-3%	5%	-9	5%	7%	-3%	i	-3%

(further entries)
SMILES	ATXN2 expr inh	HT1080-NT tox	KB-V1 cytotox	IL1B secr inh	HT1080 IDH1KD tx	KB-3-1 cytotox	MCF10A rerep	ATXN viability	SW480 rereplic
O=c1c2cnn(-c3ccc(Cl)cc3)c2ncn1Cc1cccc(C(F)(F)F)c1	5%	.	3%	.	.	4%	.	i	.
COc1ccc(C(=O)Nc2ccccc2C(=O)NCCN2CCOCC2)cc1OC	-8%	0%	10%	?	2%	19%	8%	i	18%
Cc1cccc(/C=N/NC(=O)c2ccc(F)cc2)n1	.	-15%	-7%	43	-9%	5%	-1%	?	?
C/C(=N\Nc1ccccn1)c1ccc(C(C)C)cc1	31%	-12%	?	-8	-21%	6%	-1%	i	1%
O=C(COC(=O)CCc1nc2ccccc2s1)Nc1ncc(Cl)cc1Cl	-1%	16%	-3%	9	15%	7%	4%	i	-8%
CCOC(=O)c1[nH]c2ccccc2c1N=CN(CC)CC	3%	-3%	-8%	16	0%	4%	-12%	i	-5%[9.22 µM]
Cc1ccc(-n2nnc3c(=O)n(CC(=O)c4ccccc4)cnc32)cc1	2%	2%	12%	-11	1%	11%	3%	i	-1%
CCCCOc1ccc(C2(C)NC(=O)N(C)C2=O)cc1 (stereo not drawn)	.	0%	2%	3	0%	-4%	14%	i	0%
Cc1nn(Cc2ccccc2)c(Cl)c1/C=N/NC(=O)c1cccnc1	.	-4%	-1%	48	-28%	0%	?	.	0%
CCCN(Cc1nnc(-c2ccccc2Cl)o1)C(=O)c1oc2ccccc2c1C	5%	3%	?	-22	-15%	?	?	i	16%
CCOC(=O)C1C(c2ccc(C)o2)NC(=O)NC1(O)C(F)(F)F (stereo not drawn)	4%	7%	-15%	8	13%	-13%	-1%	i	-1%
COc1cccc(/C=N/NC(=O)c2nnn(-c3nonc3N)c2-c2cccs2)c1	-4%	-3%	0%	-16	-2%	12%	-1%	i	-1%
CCCn1c(/C=C/c2cc[n+](C)cc2)nc2ccccc21	-4%	14%	-5%	-8	17%	12%	8%	.	12%
O=C(Nc1sc2c(c1C(=O)O)CCCCC2)c1ccccc1F	-13%	?	-3%	-1	?	12µM*	13%	i	7%
COc1ccc(NS(=O)(=O)c2cccc(C(=O)NNC(=O)c3cccc(NC(C)=O)c3)c2)cc1	5%	7%	88%	5	7%	23%	0%	i	0%
COC(=O)CC1SC(=O)NC1=O (stereo not drawn)	-16%	14%	1%	20	21%	-6%	12%	i	-9%
COc1ccccc1C(=O)Nc1ccc2c(c1)nc(CCNC(=O)c1ccco1)n2C	-14%	?	?	-20	4.6µM*	1.6µM*	?	i	5.2µM*
CC1CCC(NC(=O)C2CCN(c3nc4ccccc4s3)CC2)CC1 (stereo not drawn)	-17%	15%	7.3µM*	26	12%	?	17%	i	-10%
COc1ccccc1OCCSc1nc2ccccc2n1CC(=O)O	.	13%	-14%	-9	2%	0%	.	i	.
Cc1ccccc1C(=O)NN(C)c1nc2ccccc2nc1C(F)(F)F	-4%	5%	-6%	14	-8%	0%	?	i	24%
COc1ccc(-c2nnc(SCC(=O)c3cccs3)o2)cc1	84%[activator]	0%	0%	12	-2%	-7%	?	i	-6%
COc1ccc(N=C2C(=Nc3ccc(OC)cc3)N(c3ccccc3)C(=S)N2C(=O)c2ccc(Cl)cc2)cc1	.	-4%	1%	-9	-2%	2%	-3%	.	-14%
Cn1cc([N+](=O)[O-])c(C(=O)NCC(=O)O)n1	.	12%	3%	-7	0%	-1%	-1%	i	0%
COC(Cc1ccccc1N1CCCC1=O)OC	8%	23%	0%	1	16%	19%	-4%	i	0%
Cn1c(CN2CCN(CC#N)CC2)c(C#N)c2ccccc21	-20%	-13%	3%	28	-13%	-1%	17%	i	0%
COc1nnc(-c2ccc(C)cc2)c2ccccc12	6%	-11%	-14%	6	-9%	2%	2%	i	6%
COc1ccc(CCNC(=O)c2ccc(CS(=O)(=O)c3ccc(C)cc3)o2)cc1OC	-32%&-13%	4%	4.6µM*!	3	-9%	?	26%	i	-4%
CCC(C)C(=O)Nc1ncc2c(n1)CC(c1cccs1)CC2=O (stereo not drawn)	-4%	-13%	?	-11	-24%	-4%	7%	?	-4%
CC(C)Sc1nnc(NC(=O)c2ccc3c(c2)OCO3)s1	46%[activator]	-29%	-17%	i	?	0%	-2%	i	-5%
O=C(Cn1nc(-c2cccs2)ccc1=O)Nc1ccc(Br)cc1	-10%	-1%	1%	-3	-2%	-3%	15%	i	-9%
Cc1ccsc1C(=O)OCC(=O)NC1CCCCC1C (stereo not drawn)	25%	21%	29%	18	9%	2%	-3%	i	-1%
O=C(COC(=O)/C=C/c1ccc(Cl)cc1Cl)NCc1ccco1	.	-4%	2%	0	0%	5%	0%	i	1%
CC1CCc2nc(NC(=O)CSc3nc4ccccc4o3)sc2C1 (stereo not drawn)	-2%	?	-22%	8	?	?	?	i	-5%
O=C1CN(C(=O)c2ccccc2F)C(c2ccc(F)cc2)c2cc(F)ccc2N1 (stereo not drawn)	6%	-12%	1%	-2	-8%	8%	1%	i	-3%
Cc1cccc(Nc2nnc(SCC(=O)NC(=O)Nc3ccc4c(c3)OCCO4)s2)c1	?	23µM*	?	28	?	?	23µM*	i	?
CCCC(C(=O)NNC(=O)c1ccncc1)c1ccccc1 (stereo not drawn)	17%	0%	5%	-15	10%	-20%	-11%	i	-15%
CCOC(=O)CCP(=O)(O)C(C)(O)c1ccccc1 (stereo not drawn)	-2%	8%	18%	-5	8%	3%	-2%	i	-1%
CCc1ccc(NC(=S)NCc2cccnc2)cc1	2%	5%	0%	0	11%	-8%	10%	i	-4%
O=C1Cc2ccccc2Sc2ccccc21	-13%	-2%	10%	3	-2%	-1%	-10%	i	2%
CN(C)CCNC(=O)c1cccc2[nH]c(-c3ccncc3)nc12	?	-9%	-23%	-82*	?	-12%	26%	?	?
O=C(CCC(=O)OCC(F)(F)C(F)F)Nc1ccc(F)cc1F	9%	10%	30%	26	15%	5%	13%	i	1%
CCOc1ccc(NS(=O)(=O)c2cc(C(=O)N3CCC3)ccc2Cl)cc1	3%	1%	-1%	1	1%	4%	6%	i	?
Cc1cc(C(=O)COc2cccnc2[N+](=O)[O-])c(C)n1-c1ccccc1F	.	-2%	0%	-5	-20%	4%	4%	i	-15%
CCOC(=O)N1CCC(NC(=O)c2cccc3c2C(=O)N(CCOC)C3)CC1	-8%	-2%	15%	11	6%	10%	6%	i	-4%
CCc1ccc(OCCOCC(O)CNC(C)(C)C)cc1 (stereo not drawn)	-17%	0%	1%	-3	-8%	7%	-5%	i	-3%
Cc1cc(C)cc(NC(=S)NCc2cccnc2)c1	17%	1%	?	23	0%	-1%	-1%	i	-3%
COc1cnc(-c2ccccn2)nc1Oc1ccc(Cl)c2ccccc12	?	-12%	?	-10	-29%	?	?	i	?
O=C(COc1ccccc1)Nc1nc(-c2cccnc2)cs1	26%	8%[9.24 µM]	-2%	21	7%	1%	10%	i	-45%[inhibitor]
Cc1ccc(-c2noc(C3CCCN(C(=O)C4CCCCC4)C3)n2)o1 (stereo not drawn)	3%	6%	14%	-6	16%	-18%	3%	i	-10%
